Tat export inh: E. coli Tat export inhibitors, primary screen, MC4100, TorA-mCherry reporter, fluorescence, single point; AID 488895, 2010; hit rate 0.036% among 340,000; inhibition, % at 10 µM;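 active = mean replicate inhibition at least 50% and at least half of replicates individually reaching 50%; inconclusive = only one of the two criteria met; inactive = neither criterion met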;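 note: exported cargo escapes ClpAP degradation while cytoplasmic cargo is degraded and loses fluorescence; 0% = median of neutral control wells and 100% = median of NaSCN control wells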
Ecoli viability: E. coli V3065 growth inhibition, primary screen, counter-screen for AddAB inhibitor project, absorbance, OD600; 18 h; inhibition, % at 11.9 µM; hit rate 0.27% among 330,000;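 active = inhibition above the campaign's mean inhibition across all tested compounds plus 3 SD, cut at about 9.9% in these data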;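 note: uninfected addAB+ strain grown without phage in ampicillin broth; 0% = DMSO wells and 100% = ciprofloxacin 0.95 µg/ml wells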
CAL PDZ FP: CAL PDZ peptide-binding inhibitors, primary screen, biochemical, fluorescence polarization, Cer-tagged CAL PDZ, HTS; AID 504414, 2011; purified CAL PDZ, TMR-peptide fluorescence polarization, 1 h; inhibition, % at 20 µM; hit rate 0.02% among 330,000; Golgi-associated PDZ and coiled-coil motif-containing protein (Homo sapiens), Q9HD26;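 active = highest replicate inhibition of at least 40%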;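 note: plate controls were DMSO neutral control wells for no effect and unlabeled competitor peptide control wells for full effect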
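Material: tagged CAL PDZ domain; buffer or medium: 25 mM sodium phosphate pH 7.4, 150 mM NaCl, TCEP, IgG, Thesit; compound dosing: single point, 20 µM; schedule: 1 h incubation at room temperature before polarization reading; measured by: FP readout, S and P plane fluorescence; read-out basis: percent inhibition from loss of millipolarization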
PfHsp90 set2: growth inhibition of PfHsp90-expressing yeast, primary screen, antimalarial PfHsp90 inhibitor project, S. cerevisiae, BacTiter-Glo luminescence, single point, set 2 | hit rate 0.32% among 310,000 | inhibition, % at 9.4 µM | BacTiter-Glo ATP, 48 h; yeast lacking PDR1 and PDR3 efflux regulators;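 active = every replicate shows inhibition above about 80%, whatever the replicate mean, limit read from the data; inconclusive = mean inhibition reaches the set limit but some replicate falls short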;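 note: 0% = DMSO neutral controls and 100% = 20 µM radicicol positive controls; yeast relying on Plasmodium falciparum Hsp90 in place of its own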
PvdQ acylase: P. aeruginosa PvdQ acylase inhibitors, primary screen, biochemical, fluorescence, plate reader and imaging, single point; inhibition, % at 10 µM; purified PvdQ acylase; hit rate 0.063% among 340,000; in the data active = inhibition above about 30%, passing the limit was not always enough; inconclusive = no clear call, values can overlap the other calls;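 note: 0% = vehicle neutral wells and 100% = reference inhibitor wells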
Wnt bcat act: Wnt/beta-catenin pathway activators, primary screen, cell-based, plate reader, single point. Wnt/beta-catenin reporter cell assay, activator. activation, % at 9.35 µM. hit rate 1.2% among 300,000. AID 743398, 2014; in the data active = activation above about 30%, passing the limit was not always enough; inconclusive = no clear call, values can overlap the other calls;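 note: 0% = neutral control wells and 100% = positive control wells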
DAGLB inh: DAGLB lipase inhibitors, primary screen, biochemical, fluorescence, HTS. hit rate 0.059% among 340,000. Diacylglycerol lipase-beta (Homo sapiens), Q8NCG7. inhibition, % at 5.17 µM. AID 504411, 2011. HEK293T DAGLB membrane lysate, EnzChek fluorogenic substrate; in the data active = inhibition above about 34%;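 note: 0% = enzyme with vehicle and 100% = wells lacking enzyme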
Target sequence (Q8NCG7 whole entry, looked up): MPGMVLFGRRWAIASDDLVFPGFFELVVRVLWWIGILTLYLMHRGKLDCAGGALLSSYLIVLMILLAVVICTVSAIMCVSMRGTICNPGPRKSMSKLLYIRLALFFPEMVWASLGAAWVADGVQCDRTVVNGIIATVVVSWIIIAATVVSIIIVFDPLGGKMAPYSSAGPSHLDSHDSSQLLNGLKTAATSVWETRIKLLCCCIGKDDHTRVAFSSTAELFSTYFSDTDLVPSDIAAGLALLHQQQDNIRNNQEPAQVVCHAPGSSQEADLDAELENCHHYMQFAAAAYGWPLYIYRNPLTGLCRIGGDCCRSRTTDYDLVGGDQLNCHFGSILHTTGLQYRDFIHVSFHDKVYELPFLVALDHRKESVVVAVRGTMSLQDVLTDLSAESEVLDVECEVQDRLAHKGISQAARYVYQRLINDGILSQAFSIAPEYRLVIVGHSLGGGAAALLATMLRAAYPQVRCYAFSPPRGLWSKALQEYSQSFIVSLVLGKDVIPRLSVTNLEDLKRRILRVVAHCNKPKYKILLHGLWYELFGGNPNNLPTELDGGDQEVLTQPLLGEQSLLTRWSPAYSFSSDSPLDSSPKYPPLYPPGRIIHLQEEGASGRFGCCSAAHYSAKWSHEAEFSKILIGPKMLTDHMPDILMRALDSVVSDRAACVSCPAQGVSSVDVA
Rtt109 HAT inh: inhibitors of C. albicans Rtt109/Vps75 HAT, primary screen, biochemical, ThioGlo CoA-SH fluorescence, plate reader; Histone acetyltransferase RTT109 (Candida albicans (strain SC5314 / ATCC MYA-2876)), …; purified Rtt109/Vps75, 4 h; inhibition, % at 34.9 µM; hit rate 0.16% among 330,000;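 active = inhibition of at least 50% in every replicate; inconclusive = best replicate reaches 50% inhibition but some replicates fall short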
Target sequence (Q5AAJ8 whole entry, looked up): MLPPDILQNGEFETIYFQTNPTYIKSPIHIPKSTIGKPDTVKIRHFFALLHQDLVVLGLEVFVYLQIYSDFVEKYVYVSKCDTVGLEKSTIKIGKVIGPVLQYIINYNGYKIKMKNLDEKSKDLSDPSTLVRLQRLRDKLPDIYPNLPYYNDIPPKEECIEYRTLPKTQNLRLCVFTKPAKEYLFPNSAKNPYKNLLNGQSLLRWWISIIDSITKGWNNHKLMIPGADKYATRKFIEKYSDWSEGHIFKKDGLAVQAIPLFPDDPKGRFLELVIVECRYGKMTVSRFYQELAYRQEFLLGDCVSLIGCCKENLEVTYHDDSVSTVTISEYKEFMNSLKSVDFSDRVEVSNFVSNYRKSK
phage Ecoli inh: growth loss of phage-infected E. coli, primary screen, RecBCD inhibitor project, absorbance, with phage, HTS | inhibition, % at 11.9 µM | hit rate 0.26% among 360,000 | AID 651602, 2012; in the data active = inhibition above about 11%
AddAB inh: growth inhibition of E. coli expressing H. pylori AddAB, primary screen, AddAB inhibitor project, absorbance. inhibition, % at 11.9 µM. hit rate 0.29% among 330,000. AID 435030, 2010; in the data active = inhibition above about 12%;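 note: 0% = vehicle wells of infected cells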
* = called active by the depositor; ? = inconclusive; . = not tested or not shown. No enrichment for hits; about 1.9% have a hit in one of these screens.

SMILES | Tat export inh | Ecoli viability | CAL PDZ FP | PfHsp90 set2 | PvdQ acylase | Wnt bcat act | DAGLB inh | Rtt109 HAT inh | phage Ecoli inh | AddAB inh
Cc1ccccc1C(=O)NC1CC2CCC(C1)N2Cc1ccccc1 (stereo unspecified) | 1 | -2.0 | 0.5 | -1 | -11 | 0 | 1 | -4 | 3.4 | 2.1
NC(=O)C1CCN(C(=O)Cn2cccc2C(=O)c2ccccc2)CC1 | 0 | -0.2 | -1.0 | 71 | -5 | 1 | 1 | -9 | 1.3 | -0.4
O=C(CCc1ccccc1Cl)Nc1ccc(S(=O)(=O)Nc2nccs2)cc1 | 14 | . | -3.2 | -8 | 0 | -3 | 0 | 15 | 1.3 | .
CCN(CC)CCN=C1CCCc2ccccc2N1 | 12 | -2.3 | -0.4 | -10 | -10 | . | -1 | 11 | 3.3 | 2.3
COc1ccc(C2C3=C(N=C4SCC(=O)N42)c2ccccc2CC3)cc1 (stereo unspecified) | 17 | 0.2 | 0.5 | -47 | 10 | -3 | -3 | 4 | 1.6 | 0.7
CC(NC(=O)c1ccc(NS(C)(=O)=O)cc1)c1ccccc1 (stereo unspecified) | 0 | -0.1 | . | -16 | -8 | . | 2 | 3 | 1.7 | 1.4
C/C(=N\NC1=NCCN1)c1ccc(Cl)cc1 | -15 | -0.2 | -1.0 | -3 | -8 | 14 | -1 | 1 | 3.0 | 2.0
Cc1cccc(C)c1NC(=O)CSc1nnc([C@H](C)NC(=O)OC(C)(C)C)o1 | -1 | -2.7 | -1.9 | . | 0 | -4 | -4 | . | 2.8 | -3.2
O=C(NCCc1ccccc1)C1CCC(Cn2c(=O)c3ccccc3n(Cc3cccc(F)c3)c2=O)CC1 (stereo unspecified) | -8 | 0.4 | -0.6 | 2 | -6 | . | 1 | -11 | 2.0 | 3.8
O=C(/C=C/c1ccccc1)N(Cc1cccs1)C1CCS(=O)(=O)C1 (stereo unspecified) | -5 | -1.6 | 0.7 | -8 | -6 | 9 | 1 | -1 | 2.7 | 3.5
CC(C)Cc1nnc(NC(=O)C2CCCC2)s1 | -4 | 0.8 | -2.9 | 6 | 13 | 3 | -2 | 16 | 1.8 | 0.4
Cc1ccc(C)c(NC(=O)C(=O)NCc2ccccn2)c1 | 8 | -0.3 | -1.5 | -13 | 2 | . | 0 | . | 4.7 | -1.8
CN(C)CCCNC(=O)C(=O)Nc1ccc2c(c1)N(S(=O)(=O)c1cccs1)CCC2 | 1 | 0.0 | -0.8 | 23 | -18 | 3 | 0 | 0 | 2.9 | 1.5
C=CCNC(=S)N(CC=C)C1CCS(=O)(=O)C1 (stereo unspecified) | 1 | 0.3 | 0.2 | -2 | -17 | . | 0 | -4 | 4.5 | 4.1
Cc1cc(C(=O)COC(=O)c2ccc(Cl)c(S(N)(=O)=O)c2)c(C)n1C1CC1 | 7 | 0.3 | -1.0 | -54 | -15 | 45* | 1 | 1 | 1.0 | 0.1
CC[C@H](C)[C@H](NC(N)=O)C(=O)Nc1ccc(S(=O)(=O)NC(C)C)cc1 | -23 | 2.1 | 0.6 | 8 | -9 | 0 | 1 | -6 | 6.8 | 5.1
CCc1ccc(NC(=O)CCc2nnc3ccc(N4CCCC4)nn23)cc1 | -4 | 0.2 | -3.3 | 6 | -11 | 4 | 0 | -2 | 1.9 | 5.2
O=C(Nc1ccccc1)C1=C[C@H](c2csc3ccccc23)C[C@H](OCCCCO)O1 | 11 | -0.3 | -0.7 | 19 | -16 | 0 | -2 | 1 | 0.4 | 3.5
Cc1cc(C)c(OCC(=O)Nc2cc(C(=O)O)cc(C(=O)O)c2)cc1C | -16 | 0.5 | -0.8 | 10 | 0 | -2 | -2 | 4 | 0.8 | -1.6
Cc1cccc(NC(=O)CSC2=NN3CCCC(=O)N=C3S2)c1C | -2 | -1.0 | -0.1 | -1 | -8 | -2 | -1 | -5 | 4.3 | 0.3
Cc1csc2nc(O)c(C(=O)NCCCc3ccccc3)c(=O)n12 | -2 | -0.1 | -4.0 | -46 | 2 | -1 | 2 | 27 | 2.5 | 0.2
CCC(C)NC(=O)C1CN(S(=O)(=O)c2ccccc2)CCN1S(=O)(=O)c1ccccc1 (stereo unspecified) | 2 | 1.4 | -1.7 | -14 | -7 | . | -1 | 9 | 1.6 | 0.2
O=C(NCc1ccccc1)NC1CCS(=O)(=O)C1 (stereo unspecified) | 0 | 0.1 | -1.5 | -2 | -15 | -2 | -2 | -6 | 2.8 | 4.0
O=C(Nc1cccc2ncccc12)c1ccc(OCc2ccccc2)cc1 | 1 | -1.4 | -0.8 | -20 | -12 | -1 | 0 | -3 | 3.3 | 3.0
COc1cc2c(cc1NC(=O)COC(=O)[C@@H](NC(=O)c1ccccc1)C(C)C)oc1ccccc12 | ? | 0.0 | -0.3 | -14 | -1 | 6 | -4 | -3 | 3.2 | 5.9
OC1(c2ccccc2)CNCCc2ccccc21 (stereo unspecified) | 10 | -0.3 | -0.3 | 10 | -19 | -3 | -9 | -3 | 3.8 | 0.5
Cc1cccc(NS(=O)(=O)c2cc(C(=O)NCCC3=CCCCC3)ccc2Cl)c1 | 5 | -2.3 | -2.4 | 12 | -12 | -3 | -4 | 7 | 4.5 | 2.9
COc1ccc(Nc2nnc(C)c3ccccc23)cc1 | -5 | 1.2 | 1.3 | -23 | -2 | 2 | 0 | -6 | -0.2 | 5.2
COc1ccc(NC(=O)CN(Cc2ccccc2)Cc2ccccc2)cc1S(N)(=O)=O | -1 | 0.2 | -0.4 | -3 | -14 | . | -1 | 4 | 3.3 | -0.3
COc1ccccc1-n1c(CNc2ccc(F)cc2)nnc1SCC(=O)Nc1cc(C)on1 | -8 | 1.9 | . | 5 | -5 | . | 0 | -3 | -1.0 | -0.2
O=C(Nc1ccc(S(=O)(=O)NC2=NCCCCC2)cc1)c1ccc2ccccc2n1 | -7 | -1.2 | 1.9 | 10 | 5 | -3 | -3 | 10 | 1.9 | 0.2
CSC1=NCCN1C(=O)C(C)(C)Oc1ccc(Cl)cc1 | -7 | -0.8 | 1.1 | -2 | 3 | -7 | -1 | -5 | 0.0 | 3.8
CSc1ccccc1NC(=O)CN(C)CC(=O)Nc1ccc(Cl)cc1F | -1 | 1.6 | -1.5 | 13 | 2 | -2 | -4 | 22 | 1.9 | 3.3
O=C(CSC1=NCCS1)Nc1nc(-c2ccccc2)cs1 | -4 | -2.4 | -0.1 | -23 | -30 | 14 | -6 | 3 | 2.9 | -0.2
Oc1ccc(/C=N/Nc2nc(-c3ccc(Cl)cc3)cc(C(F)(F)F)n2)cc1 | -10 | -1.0 | -0.4 | 12 | 2 | 2 | -4 | 1 | 3.6 | 2.0
CN(CC(=O)Nc1ccccc1C(F)(F)F)C(=O)c1ccc(-c2ccc(Cl)cc2)o1 | 13 | 1.1 | -2.8 | 1 | -14 | 1 | -2 | -3 | 1.4 | -1.2
Cc1ccc(-c2n[nH]c(=O)c3ccccc23)cc1S(=O)(=O)N(C)CCO | -6 | -0.4 | -1.0 | 4 | -12 | -1 | -1 | -8 | 1.5 | 0.5
Cc1cccc(C2C3=C(CCCC3=O)N=C3c4ccccc4C(=O)C32)c1 (stereo unspecified) | 4 | -3.1 | 1.0 | 13 | -6 | -4 | 17 | 7 | -0.3 | 0.1
COc1ccccc1NC(=O)CCc1nc2sc3c(c2c(=O)[nH]1)CCCC3 | 4 | 0.4 | -3.1 | . | -18 | -4 | 6 | 2 | 1.5 | 0.0
COc1ccc(NC(=O)CSc2nnc(CNC(=O)c3cccs3)o2)c(OC)c1 | -8 | -0.5 | -1.6 | 2 | -5 | 0 | 1 | -3 | 3.8 | 4.7
Cc1nc(NC(=O)c2ccco2)sc1C(=O)O | 0 | -0.1 | -1.8 | 47 | -6 | 8 | -1 | -4 | -0.1 | 1.3
Cc1noc(C)c1COC(=O)CCc1nc2ccccc2s1 | 0 | -0.6 | -2.3 | . | -9 | 1 | -2 | -9 | 3.1 | 0.8
CC1CCN(S(=O)(=O)c2ccc(S(=O)(=O)NCc3ccccc3)cc2)CC1 | -1 | -0.6 | -0.7 | . | -12 | . | -4 | 7 | 3.2 | 1.7
O=C(NC12CC3CC(CC(C3)C1)C2)c1cc(F)c(F)cc1Cl | -3 | -0.7 | . | -22 | -10 | -1 | -9 | 7 | 4.1 | 4.2
Cc1ccc(-n2cc(CN(C)Cc3nccn3C)c(-c3ccc(F)cc3)n2)cc1 | 7 | -0.2 | -1.2 | -15 | -17 | . | -3 | 8 | 3.9 | -0.7
Cn1c(=O)c2c(n(C)c1=O)=NC1(CCCCC1)ON=2 | 5 | -0.7 | 0.0 | -37 | -18 | . | -1 | -3 | -1.0 | -0.2
CN(CCc1ccccn1)C(=O)c1cc(COc2ccc(F)cc2F)on1 | 6 | -0.2 | -1.0 | 7 | -21 | 3 | -3 | -3 | 2.4 | -0.7
Cc1ccsc1/C=C1/SC(=O)N(CC(=O)N2CCCC2)C1=O | -1 | 0.6 | -0.7 | 13 | -7 | 4 | -2 | 3 | 2.1 | 0.6
Cc1cc(C)c(S(=O)(=O)NCc2ccc3c(c2)cc(C)n3C)c(C)c1 | 6 | -1.8 | 0.4 | -46 | -7 | -4 | 11 | -23 | 3.0 | -1.3
COc1ccc(S(=O)(=O)NCc2csc(-c3cccnc3)n2)cc1 | -1 | 0.1 | -0.4 | -3 | -11 | -2 | -1 | -4 | 5.4 | -0.7
Cc1cc(C(F)(F)F)c(C#N)c(SCC(=O)NC2CC2)n1 | 9 | -0.5 | 0.5 | -7 | -10 | . | 0 | -5 | 0.6 | -1.2
COc1ccccc1N=Nc1c(C)noc1C | -7 | 0.6 | -1.2 | -8 | -10 | -1 | -1 | -14 | 3.8 | -0.1
Cc1ccc([N+](=O)[O-])cc1NC(=O)c1ccccc1 | -6 | -0.7 | 0.6 | 18 | 0 | -2 | -2 | 4 | 0.8 | -2.4
Cc1nn(-c2ccccc2)c2sc(C(=O)N(CC(=O)NC(C)(C)C)Cc3ccco3)cc12 | 8 | -0.8 | -2.0 | 0 | 2 | -3 | -8 | 42 | 2.8 | 2.1
CSCCC(=O)N1CCN(CC(=O)N2CCCC2)CC1 | 2 | 0.1 | -1.4 | 17 | -10 | -1 | -2 | -6 | 0.6 | 2.7
O=C(CSc1nnc(Cc2cccs2)n1Cc1ccco1)Nc1ccc(Br)cc1 | 2 | -1.9 | -0.5 | 13 | 9 | . | 3 | 9 | 2.1 | 0.2
